ATG4B inh – ATG4B protease inhibitors, primary screen, biochemical, fluorescence, uHTS | Cysteine protease ATG4B (Homo sapiens), Q9Y4P1 | ATG4B cleavage of LC3-PLA2, NBD-HPC fluorescence, 1 h | inhibition, % at 8.33 µM | hit rate 0.51% among 340,000 | AID 504462, 2011; in the data active = inhibition above about 40%
SENP1 inh – human SENP1 catalytic domain inhibitors, primary screen, biochemical, FRET, uHTS. Sentrin-specific protease 1 (Homo sapiens), Q9P0U3. recombinant SENP1 catalytic domain, CyPet-SUMO1-YPet FRET cleavage. inhibition, % at 10 µM. hit rate 0.21% among 360,000;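 active = inhibition at least 30% at 10 µM, raw YFP signal under a set limit, fluorescence ratio 0.5 to 1.5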;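 note: 0% = enzyme with DMSO and 100% = no enzyme wells; some results filed as inactive read as strong as hits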
Target sequence (Q9P0U3 419-644 limits assumed): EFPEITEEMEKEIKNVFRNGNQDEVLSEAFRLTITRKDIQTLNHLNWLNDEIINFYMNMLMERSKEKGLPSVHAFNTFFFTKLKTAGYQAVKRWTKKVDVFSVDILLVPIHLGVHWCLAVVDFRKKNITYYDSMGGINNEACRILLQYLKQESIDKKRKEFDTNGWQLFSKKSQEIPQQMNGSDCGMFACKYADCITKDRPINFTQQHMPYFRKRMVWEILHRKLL
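Test system: human SENP1 catalytic domain; medium: Tris pH 8 buffer plus EDTA, NaCl, BME, BSA, NP40, catalase; incubation: 50 min reaction at room temperature; technique: FRET, CFP and YFP emission; controls: no-enzyme low control and enzyme-plus-DMSO high control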
hIAP activ – human IAP activators, primary screen, biochemical, luminescence, uHTS; purified human IAP, CDP-Star luminescence, 30 min; active compounds read high; 1 = vehicle-only enzyme, 0 = enzyme-free background; activation factor at 10 µM; hit rate 0.16% among 330,000;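 active = activation factor of the enzyme at least 2-fold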; note: the source names both 10 and 20 µM as test concentration; values of inactives mirror those of a sister screen read the other way
Target sequence (P09923 whole entry, looked up): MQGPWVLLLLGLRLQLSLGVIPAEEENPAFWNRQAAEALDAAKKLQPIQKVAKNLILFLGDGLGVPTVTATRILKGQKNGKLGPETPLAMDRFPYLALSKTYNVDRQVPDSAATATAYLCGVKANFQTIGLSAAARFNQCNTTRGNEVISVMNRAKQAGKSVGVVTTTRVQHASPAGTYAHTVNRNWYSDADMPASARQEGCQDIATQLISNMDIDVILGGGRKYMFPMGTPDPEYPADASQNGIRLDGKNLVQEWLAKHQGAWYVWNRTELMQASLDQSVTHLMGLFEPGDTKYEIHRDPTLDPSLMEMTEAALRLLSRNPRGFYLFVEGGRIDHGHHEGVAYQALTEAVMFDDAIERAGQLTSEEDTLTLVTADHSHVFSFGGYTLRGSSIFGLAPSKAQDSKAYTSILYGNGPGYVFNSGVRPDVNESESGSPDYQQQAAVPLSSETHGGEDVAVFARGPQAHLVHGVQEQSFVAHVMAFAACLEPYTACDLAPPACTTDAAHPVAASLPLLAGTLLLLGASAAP
NR3A LBD binder – binders of NR3A ligand-binding domain, primary screen, biophysical, differential scanning fluorimetry, uHTS. NR3A LBD differential scanning fluorimetry, Tm shift; 0% = protein alone, 100% = glycine-bound protein. Tm shift relative to glycine control, % at 25 µM. hit rate 2.5% among 340,000. Glutamate receptor ionotropic, NMDA 3A (GRIN3A) ligand-binding domain. AID 1259313, 2017;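 active = melting temperature shift of at least 10% of the positive control shift, at one fixed dose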
PfGluPho inh – PfG6PD enzyme inhibitors, primary screen, biochemical, fluorescence intensity, uHTS. glucose-6-phosphate dehydrogenase-6-phosphogluconolactonase (Plasmodium falciparum 3D7). inhibition, % at 20 µM. hit rate 0.78% among 350,000. PfGluPho enzyme, NADPH resazurin-diaphorase fluorescence;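 active = inhibition reaching at least a set limit at 20 µM in the primary screen, cut at about 59% in these data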;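 note: 0% = DMSO wells with substrate and 100% = DMSO wells lacking glucose-6-phosphate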
SENP8 block – human SENP8 protease inhibitors, primary screen, biochemical, fluorescence, Nedd8 protein substrate, uHTS | Sentrin-specific protease 8 (Homo sapiens), Q96LD8 | recombinant SENP8 | inhibition, % at 20 µM | hit rate 0.64% among 360,000; in the data active = inhibition mostly above about 40%, no sharp cut-off; inactive = mostly below about 27%
Target sequence (Q96LD8 whole entry, looked up): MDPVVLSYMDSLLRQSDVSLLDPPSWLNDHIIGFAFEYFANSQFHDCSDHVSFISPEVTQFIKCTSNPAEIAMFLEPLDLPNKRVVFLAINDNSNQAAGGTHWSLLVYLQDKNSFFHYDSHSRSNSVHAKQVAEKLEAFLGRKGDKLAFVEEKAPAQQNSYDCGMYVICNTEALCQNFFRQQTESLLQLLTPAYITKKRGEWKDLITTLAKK
MPTP block – mitochondrial permeability transition pore inhibitors, primary screen, biochemical, isolated mouse mitochondria, absorbance; Ca2+ swelling absorbance, 30 min; inhibition, % at 10 µM; hit rate 1.4% among 360,000; AID 602449, 2012;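 active = inhibition of 50% or more, scaled per plate between neutral and stimulator controls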;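 note: 0% = DMSO wells given calcium and 100% = 1 mM EGTA wells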
SENP6 block – SENP6 protease inhibitors, primary screen, biochemical, luminescence, uHTS; Recombinant SENP6 catalytic domain, aminoluciferin luminescence; inhibition, % at 10 µM; hit rate 1.8% among 330,000;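 active = inhibition above about 50% at the single tested dose, limit read from the data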;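 note: plate controls were DMSO wells with enzyme for no effect and DMSO wells lacking enzyme for full effect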
* = called active by the depositor.

How did COc1ccc(CCNCC(O)COc2ccc(OC)cc2C(C)(C)C)cc1 (configuration not stated) do in these assays?
ATG4B inh: -3; SENP1 inh: -1; hIAP activ: 1.2; NR3A LBD binder: 2; PfGluPho inh: 10; SENP8 block: 6; MPTP block: 80*; SENP6 block: -3

How did Cc1cc(C)c(NC(=O)CCCN2CCCC2)c(C)c1 do in these assays?
ATG4B inh: -1; SENP1 inh: -3; hIAP activ: 1.1; NR3A LBD binder: 1; PfGluPho inh: 2; SENP8 block: 10; MPTP block: 0.6; SENP6 block: 9

How did C=CCn1c(SC(C)C(=O)c2c(N)n(C)c(=O)n(C)c2=O)nnc1-c1ccoc1C (configuration not stated) do in these assays?
ATG4B inh: 0; SENP1 inh: 0; hIAP activ: 0.99; NR3A LBD binder: 1; PfGluPho inh: -1; SENP8 block: 9; MPTP block: -0.8; SENP6 block: -15

Results for N#Cc1ccccc1NC(=O)CN(Cc1ccccc1)Cc1ccccc1 ?
ATG4B inh: 2; SENP1 inh: -2; hIAP activ: 0.92; NR3A LBD binder: 16*; PfGluPho inh: 0; SENP8 block: 0; MPTP block: 0.5; SENP6 block: -3

Results for O=C(c1ccc2[nH]c(=O)c(=O)[nH]c2c1)N1CCc2ccccc2C1 ?
ATG4B inh: -8; SENP1 inh: 0; hIAP activ: 1.2; NR3A LBD binder: 0; PfGluPho inh: 7; SENP8 block: -352; MPTP block: -0.5; SENP6 block: 4

What do the screens show for `CCc1ccc(-c2nc(CN3CCCC(C(=O)O)C3)c(C)o2)cc1` (configuration not stated)?
ATG4B inh: -4; SENP1 inh: 2; hIAP activ: 1; NR3A LBD binder: -1; PfGluPho inh: -14; SENP8 block: 1; MPTP block: -1.2; SENP6 block: -10

Results for CCN(C(=O)COC(=O)c1ccc(=O)n(Cc2ccccc2)n1)C1CCCCC1 ?
ATG4B inh: -4; SENP1 inh: 0; hIAP activ: 1.1; NR3A LBD binder: -2; PfGluPho inh: -15; SENP8 block: 22; MPTP block: -0.4; SENP6 block: -23

Results for COc1ccc(-n2nc3c(N4CCC(C(=O)NCc5ccccc5)CC4)nnc(C)c3c2C)cc1 ?
ATG4B inh: 13; SENP1 inh: 0; hIAP activ: 1.2; NR3A LBD binder: -1; PfGluPho inh: 12; SENP8 block: -286; MPTP block: -0.9; SENP6 block: -2

What do the screens show for `O=C(CSC(=S)N1CCCC1)Nc1ncc(Cl)cc1Cl`?
ATG4B inh: -2; SENP1 inh: 1; hIAP activ: 1; NR3A LBD binder: 0; PfGluPho inh: -31; SENP8 block: -6; MPTP block: 0.1; SENP6 block: -5

How did COCCCN(C(=O)CSCc1c(C)noc1C)c1c(N)n(Cc2ccccc2)c(=O)[nH]c1=O do in these assays?
ATG4B inh: 1; SENP1 inh: -31; hIAP activ: 0.88; NR3A LBD binder: -1; PfGluPho inh: 1; SENP8 block: -24; MPTP block: -0.7; SENP6 block: -9

Results for CCN(CC(=O)Nc1c(F)cccc1F)C(=O)c1ccc2ccccc2n1 ?
ATG4B inh: -2; SENP1 inh: 1; hIAP activ: 1; NR3A LBD binder: 15*; PfGluPho inh: -5; SENP8 block: 5; MPTP block: -0.4; SENP6 block: -6

What do the screens show for `COc1cccc(OCC(=O)N(C)Cc2nc(-c3ccccc3)no2)c1`?
ATG4B inh: -1; SENP1 inh: -8; hIAP activ: 0.96; NR3A LBD binder: 2; PfGluPho inh: -12; SENP8 block: -4; MPTP block: 2.7; SENP6 block: -23

How did COC(=O)c1ccsc1NC(=O)c1cccc(OC)c1 do in these assays?
ATG4B inh: -6; SENP1 inh: -4; hIAP activ: 0.83; NR3A LBD binder: 0; PfGluPho inh: 14; SENP8 block: -232; MPTP block: 6.8; SENP6 block: -13

Results for CCN(Cc1nc(-c2ccccc2)no1)C(=O)c1ccoc1C ?
ATG4B inh: -5; SENP1 inh: -2; hIAP activ: 1; NR3A LBD binder: 0; PfGluPho inh: -6; SENP8 block: 14; MPTP block: -0.1; SENP6 block: -8

What do the screens show for `CC(=O)N1CCc2c(sc(NC(=O)c3ccc([N+](=O)[O-])o3)c2C(N)=O)C1`?
SENP1 inh: 8; PfGluPho inh: 18; SENP8 block: -11; MPTP block: 3.1

What do the screens show for `COc1ccc(NC(=O)CCCC2=NS(=O)(=O)c3ccccc3N2)cc1`?
ATG4B inh: -15; SENP1 inh: 2; hIAP activ: 1.1; NR3A LBD binder: 0; PfGluPho inh: 10; SENP8 block: 5; MPTP block: -2.0; SENP6 block: 0

Results for Clc1ccc(-n2ncc3c(NCCN4CCOCC4)ncnc32)cc1 ?
ATG4B inh: 7; SENP1 inh: -83; hIAP activ: 1.1; NR3A LBD binder: -1; PfGluPho inh: -5; SENP8 block: -4; MPTP block: -1.0; SENP6 block: -9

What do the screens show for `COc1cccc(-n2nc(C#N)c(Cl)cc2=O)c1`?
ATG4B inh: 13; SENP1 inh: -1; hIAP activ: 0.97; NR3A LBD binder: -1; PfGluPho inh: -15; SENP8 block: 0; MPTP block: 0.2; SENP6 block: -2

Results for Cc1cccc(NC(=O)Cn2c(=O)n(C)c3ccccc32)c1 ?
ATG4B inh: -7; SENP1 inh: 2; hIAP activ: 1.1; NR3A LBD binder: 0; PfGluPho inh: -4; SENP8 block: 19; MPTP block: -2.8; SENP6 block: -3

Results for CCc1c(C(=O)Nc2ccc(C)c(C)c2)[nH]c(C)c1C(C)=O ?
ATG4B inh: 1; SENP1 inh: 1; hIAP activ: 1.2; NR3A LBD binder: -17; PfGluPho inh: 28; SENP8 block: 19; MPTP block: 8.6; SENP6 block: -6

Results for CCOc1ccc(C2c3cc(OC)c(OC)cc3CC(=O)N2c2ccc(OC)cc2)cc1 (configuration not stated) ?
ATG4B inh: -8; SENP1 inh: -1; hIAP activ: 1; NR3A LBD binder: 0; PfGluPho inh: 12; SENP8 block: -9; MPTP block: -3.4; SENP6 block: -13

What do the screens show for `O=C(CCn1c(=S)[nH]c2cc3c(cc2c1=O)OCO3)NCc1cccc(Cl)c1`?
ATG4B inh: 15; SENP1 inh: 2; hIAP activ: 1.2; NR3A LBD binder: 8; PfGluPho inh: -19; SENP8 block: 7; MPTP block: -0.8; SENP6 block: 2

Results for O=C(COc1ccc2ccccc2c1)NNC(=O)[C@@H]1CCCC[C@@H]1C(=O)O ?
ATG4B inh: -4; SENP1 inh: 2; hIAP activ: 1.6; NR3A LBD binder: -18; PfGluPho inh: -4; SENP8 block: 20; MPTP block: -0.8; SENP6 block: 15

What do the screens show for `COc1cccc2c1OC1(C)CC2NC(=O)N1Cc1ccccc1` (configuration not stated)?
ATG4B inh: 3; SENP1 inh: 1; hIAP activ: 0.86; NR3A LBD binder: -1; PfGluPho inh: -7; SENP8 block: 8; MPTP block: -0.6; SENP6 block: 18

At a glance, part of the list above:
Results for CCN(Cc1nc(-c2ccccc2)no1)C(=O)c1ccoc1C ?
ATG4B inh: -5; SENP1 inh: -2; hIAP activ: 1; NR3A LBD binder: 0; PfGluPho inh: -6; SENP8 block: 14; MPTP block: -0.1; SENP6 block: -8

What do the screens show for `CC(=O)N1CCc2c(sc(NC(=O)c3ccc([N+](=O)[O-])o3)c2C(N)=O)C1`?
SENP1 inh: 8; PfGluPho inh: 18; SENP8 block: -11; MPTP block: 3.1

(cont.)
What do the screens show for `CC(C)CCn1c(SCC(=O)N2CC(=O)Nc3ccccc32)nc2scc(-c3cccs3)c2c1=O`?
ATG4B inh: 1; SENP1 inh: 3; hIAP activ: 1; NR3A LBD binder: -3; PfGluPho inh: -6; SENP8 block: 21; MPTP block: -0.9; SENP6 block: 6

What do the screens show for `O=C1CC(/C=C/c2cccnc2)=Nc2ccccc2N1`?
ATG4B inh: 1; SENP1 inh: -2; hIAP activ: 1.2; NR3A LBD binder: -3; PfGluPho inh: -22; SENP8 block: 15; MPTP block: -0.3; SENP6 block: 1

Results for COc1ccc(C(=O)N/C(=C\c2cn(C)c3ccccc23)C(=O)N2CCN(C)CC2)cc1OC ?
ATG4B inh: 4; SENP1 inh: -15; hIAP activ: 0.87; NR3A LBD binder: -2; PfGluPho inh: -16; SENP8 block: 6; MPTP block: -1.5; SENP6 block: -4

What do the screens show for `CN(C)C(=S)NC(C)(C)C`?
ATG4B inh: 1; SENP1 inh: 2; hIAP activ: 0.91; NR3A LBD binder: 0; PfGluPho inh: -15; SENP8 block: 0; MPTP block: 8.3; SENP6 block: -25

How did CCN(CC(=O)Nc1ccc(C)c(F)c1)CC(=O)NC(C)C do in these assays?
ATG4B inh: -6; SENP1 inh: -1; hIAP activ: 1; NR3A LBD binder: -2; PfGluPho inh: 2; SENP8 block: 12; MPTP block: 0.4; SENP6 block: -3

Results for CCc1nnc(NC(=O)c2cc(C)nc3ccccc23)s1 ?
ATG4B inh: -3; SENP1 inh: 2; hIAP activ: 1.1; NR3A LBD binder: 0; PfGluPho inh: -10; SENP8 block: -7; MPTP block: -0.4; SENP6 block: 3

Results for COC(=O)CN1C(=O)C(O)(CC(=O)c2ccc(C)cc2)c2ccccc21 (configuration not stated) ?
ATG4B inh: 5; SENP1 inh: 2; hIAP activ: 0.63; NR3A LBD binder: 0; PfGluPho inh: -9; SENP8 block: 10; MPTP block: -0.8; SENP6 block: 15

Results for CN(CC(=O)NCc1ccccc1)CC(=O)Nc1ccc(Cl)c(C(F)(F)F)c1 ?
ATG4B inh: -12; SENP1 inh: -1; hIAP activ: 1; NR3A LBD binder: -3; PfGluPho inh: 16; SENP8 block: 9; MPTP block: 0.0; SENP6 block: 4

How did O=C(NCc1ccccc1Br)c1ccco1 do in these assays?
ATG4B inh: -1; SENP1 inh: 1; hIAP activ: 1.1; NR3A LBD binder: 0; PfGluPho inh: 8; SENP8 block: 8; MPTP block: 0.3; SENP6 block: -14

How did O=C(Nc1ccccc1)N(CCc1ccncc1)C1CCCCC1 do in these assays?
ATG4B inh: -5; SENP1 inh: 3; hIAP activ: 1; NR3A LBD binder: 0; PfGluPho inh: -19; SENP8 block: 6; MPTP block: -0.3; SENP6 block: 2

How did O=C(O)C1(C(=O)O)CCCC1 do in these assays?
ATG4B inh: 3; SENP1 inh: 1; NR3A LBD binder: -7; PfGluPho inh: -6; SENP8 block: 11; MPTP block: -0.2

Of the compounds above, these contain a Cl atom:
What do the screens show for `O=C(CSC(=S)N1CCCC1)Nc1ncc(Cl)cc1Cl`?
ATG4B inh: -2; SENP1 inh: 1; hIAP activ: 1; NR3A LBD binder: 0; PfGluPho inh: -31; SENP8 block: -6; MPTP block: 0.1; SENP6 block: -5

Results for Clc1ccc(-n2ncc3c(NCCN4CCOCC4)ncnc32)cc1 ?
ATG4B inh: 7; SENP1 inh: -83; hIAP activ: 1.1; NR3A LBD binder: -1; PfGluPho inh: -5; SENP8 block: -4; MPTP block: -1.0; SENP6 block: -9

What do the screens show for `COc1cccc(-n2nc(C#N)c(Cl)cc2=O)c1`?
ATG4B inh: 13; SENP1 inh: -1; hIAP activ: 0.97; NR3A LBD binder: -1; PfGluPho inh: -15; SENP8 block: 0; MPTP block: 0.2; SENP6 block: -2

What do the screens show for `O=C(CCn1c(=S)[nH]c2cc3c(cc2c1=O)OCO3)NCc1cccc(Cl)c1`?
ATG4B inh: 15; SENP1 inh: 2; hIAP activ: 1.2; NR3A LBD binder: 8; PfGluPho inh: -19; SENP8 block: 7; MPTP block: -0.8; SENP6 block: 2

Results for CN(CC(=O)NCc1ccccc1)CC(=O)Nc1ccc(Cl)c(C(F)(F)F)c1 ?
ATG4B inh: -12; SENP1 inh: -1; hIAP activ: 1; NR3A LBD binder: -3; PfGluPho inh: 16; SENP8 block: 9; MPTP block: 0.0; SENP6 block: 4
